# From PubChem
# CHT allo act: human CHT allosteric activation; Q9GZV3; CHT-expressing cells, membrane potential dye, choline EC20; stronger effect = higher value; LV-AA mutant CHT in HEK293 cells; B-score at 10 µM; 310,000 tested, 0.49% active; AID 488977;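 active means initial fluorescence not abnormally high and integrated response B-score, plate-corrected, over 3 SD above library mean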
# Target sequence (Q9GZV3 whole entry, looked up): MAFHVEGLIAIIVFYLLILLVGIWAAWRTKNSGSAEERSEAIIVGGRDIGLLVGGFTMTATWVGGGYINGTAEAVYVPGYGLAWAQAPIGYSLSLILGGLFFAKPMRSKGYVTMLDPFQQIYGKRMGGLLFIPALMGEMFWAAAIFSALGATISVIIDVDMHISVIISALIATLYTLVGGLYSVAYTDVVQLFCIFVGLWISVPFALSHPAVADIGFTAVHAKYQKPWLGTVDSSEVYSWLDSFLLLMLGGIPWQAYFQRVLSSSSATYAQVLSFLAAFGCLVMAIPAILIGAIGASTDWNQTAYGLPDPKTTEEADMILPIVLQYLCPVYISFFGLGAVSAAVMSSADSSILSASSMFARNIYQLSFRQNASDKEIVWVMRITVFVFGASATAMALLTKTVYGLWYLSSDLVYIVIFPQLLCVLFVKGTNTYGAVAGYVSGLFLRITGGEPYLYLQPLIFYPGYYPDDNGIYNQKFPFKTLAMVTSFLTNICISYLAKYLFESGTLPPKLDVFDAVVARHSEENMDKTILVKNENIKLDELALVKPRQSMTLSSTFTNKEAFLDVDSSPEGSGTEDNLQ
# CHT inh: inhibits the human high affinity choline transporter | 310,000 tested, 0.86% active | Q9GZV3 | AID 488975 | B-score at 10 µM | CHT-expressing cells, membrane potential dye, choline response; stronger effect = lower value;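 active means B-score over 3 SD under the library average, and starting fluorescence ratio not unusually high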;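 further: choline stimulus applied at its EC90 after an EC20 pre-addition; B-score computed on integrated fluorescence ratio after choline addition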
# STK33 kinase inh: inhibitors of human STK33 kinase. Q9BYT3. inhibition, % at 10 µM. purified STK33, MBP phosphorylation, ADP-Glo luminescence. 320,000 tested, 0.073% active;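 active means inhibition at or above 25%, using the most active replicate where run in duplicate; inactive means inhibition below 25%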
# Target sequence (Q9BYT3 whole entry, looked up): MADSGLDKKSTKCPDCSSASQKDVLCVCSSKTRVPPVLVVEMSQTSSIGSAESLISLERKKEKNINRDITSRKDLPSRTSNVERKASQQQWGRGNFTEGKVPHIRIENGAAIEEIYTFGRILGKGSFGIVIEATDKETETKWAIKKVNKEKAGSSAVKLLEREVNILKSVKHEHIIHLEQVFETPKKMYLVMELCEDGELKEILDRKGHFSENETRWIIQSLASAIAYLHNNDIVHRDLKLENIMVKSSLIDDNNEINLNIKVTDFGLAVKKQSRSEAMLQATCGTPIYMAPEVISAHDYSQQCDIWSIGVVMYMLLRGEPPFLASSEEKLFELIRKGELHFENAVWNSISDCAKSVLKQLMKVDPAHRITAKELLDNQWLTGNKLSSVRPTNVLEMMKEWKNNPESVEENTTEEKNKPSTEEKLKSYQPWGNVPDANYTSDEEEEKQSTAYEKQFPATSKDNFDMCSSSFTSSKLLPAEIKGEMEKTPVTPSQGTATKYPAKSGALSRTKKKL
# An asterisk follows results filed as active; i = inactive; . = no result given.
# Order of values: CHT allo act | STK33 kinase inh | CHT inh
CCN(CC)CCCN1C=C2C(=O)C(C)(OC(=O)CCC(=O)OC)C(=O)C(Br)=C2C=C1c1ccc(OC)cc1 (stereo not given)
  i | 0.2 | i
O=c1c(-c2ccc(Br)cc2)[n+]([O-])c2ccccc2n1OCc1ccccn1
  i | -1.5 | i
CNc1nc(N(C)C)nc(N(C)C)n1
  i | -1.5 | i
Cc1nnc(SCC(=O)N2CCCC2)n(N)c1=O
  i | -0.1 | i
COc1cc(NC(=S)NCCc2ccccc2)c(OC)cc1NC(=O)CC(C)C
  i | -1.2 | i
O=C(c1cc(-c2ccco2)on1)N1CCc2ccccc2C1
  i | 0.1 | i
Cc1ccc2cccnc2c1N
  i | -0.5 | i
NC(=O)c1cc2cc(Cl)ccc2oc1=O
  i | 1.5 | i
CCOC(=O)c1sc(-c2cccs2)nc1C
  i | -1.1 | i
O=C(O)c1ncn(Cc2ccccc2)c1C(=O)O
  i | -0.3 | i
CSCCCNC(=S)N1CCN(c2ccc(C(C)=O)cc2)CC1
  i | -3.3 | i
COc1ccc(C(=O)C2CCCN(C(=O)Cn3ccc(C)n3)C2)cc1OC (stereo not given)
  i | -0.5 | i
COC(=O)C1=C(C)N(CCCC(=O)O)C(=O)NC1c1ccccc1OS(=O)(=O)c1ccccc1[N+](=O)[O-] (stereo not given)
  i | 0.9 | i
Cc1ccc(S(=O)(=O)Nc2c(O)c3ccccc3oc2=O)cc1
  i | 6.8 | i
Cc1cc(CC(C)C)n(-c2nc3ccccc3c(=O)n2OCC(=O)N(C)C)n1
  i | -1.3 | i
O=C(NCc1ccco1)c1sc2ccccc2c1Cl
  i | 0.6 | i
COC(=O)C1=C(C)NC(C)=C(C(=O)OC)C1c1ccc(OC(=O)c2ccco2)cc1
  i | -0.2 | i
CS(=O)(=O)O/N=C1\CCCCC1c1ccc([N+](=O)[O-])cc1[N+](=O)[O-] (stereo not given)
  i | 1.4 | i
CC(C)(C)C(=O)Nc1cc(S(=O)(=O)N2CCCCC2)ccc1N1CCCCC1
  i | -0.7 | i
COc1ccccc1NC(=O)CCNS(=O)(=O)c1ccc2c(c1)CCN2C(C)=O
  i | 0.6 | i
C=CCOc1ccc(/C=C2\SC(=S)N(CCC(=O)O)C2=O)cc1
  i | -0.1 | i
CNC(=O)Cn1nc(-c2ccc(Cl)cc2)c2ccccc2c1=O
  i | -0.9 | i
Cn1c(N)c(C(=O)COC(=O)C2=NNC(=O)CC2)c(=O)n(C)c1=O
  i | 0.6 | i
COC(=O)NNC(=O)c1ccc(C(C)(C)C)cc1
  i | -1.2 | i
Cc1[nH]c2ccccc2c1SCc1ccccc1
  i | -1.1 | i
O=C(NCCSc1ccccn1)c1ccc(Cl)cc1
  i | -0.2 | i
Cc1nc(N2CCN(C)CC2)c2cc(-c3ccccc3)sc2n1
  i | -0.7 | i
COc1ccc2sc(NC(=O)NC(=O)c3c(Cl)cccc3Cl)nc2c1
  i | 1.0 | i
Nc1nc2nc(-c3ccccc3)cc(=O)n2[nH]1
  i | 2.9 | i
O=C(CN1C(=O)c2ccccc2C1=O)N(CCO)Cc1ccccc1
  i | -0.9 | i

# As entered above:
# O=C(O)c1ncn(Cc2ccccc2)c1C(=O)O | STK33 kinase inh = -0.3
# COc1cc(NC(=S)NCCc2ccccc2)c(OC)cc1NC(=O)CC(C)C | STK33 kinase inh = -1.2

# 5 entries from above, sorted by heavy-atom count, falling.
# Order of values: CHT allo act | STK33 kinase inh | CHT inh
COC(=O)C1=C(C)N(CCCC(=O)O)C(=O)NC1c1ccccc1OS(=O)(=O)c1ccccc1[N+](=O)[O-] (stereo not given)
  i | 0.9 | i
COc1ccc2sc(NC(=O)NC(=O)c3c(Cl)cccc3Cl)nc2c1
  i | 1.0 | i
O=C(NCCSc1ccccn1)c1ccc(Cl)cc1
  i | -0.2 | i
COC(=O)NNC(=O)c1ccc(C(C)(C)C)cc1
  i | -1.2 | i
NC(=O)c1cc2cc(Cl)ccc2oc1=O
  i | 1.5 | i

# New compounds follow.
# Order of values: CHT allo act | STK33 kinase inh | CHT inh
O=C(c1ccc(F)cc1)N1CCC(N2CCCCCC2)CC1
  i | -0.3 | i
O=c1oc2ccccc2cc1-c1cn2cccnc2n1
  i | -0.5 | i
CN(C(=O)c1coc(=O)c2ccccc12)c1ccc(Br)cc1
  i | -0.8 | i
CC(=O)c1c(N)c(C#N)c(C)n1-c1ccc(Br)cc1
  i | -1.4 | i
COC(=O)c1sccc1OC(C)C(C)=O (stereo not given)
  i | -0.7 | i
O=C(N/N=C/c1ccc(Br)s1)c1ccc([N+](=O)[O-])cc1
  i | 0.5 | i
O=C(N/N=C/c1ccc(N2CCOCC2)cc1)c1ccccc1NS(=O)(=O)c1cccs1
  i | -0.5 | i
NC(=O)Cn1nc(C(F)(F)F)c2c1CCCC2
  i | -0.8 | i
O=C(CSc1nc2ncc(Br)cc2[nH]1)c1ccc([N+](=O)[O-])cc1
  i | 0.4 | i
CCOC(=O)N1CCN(S(=O)(=O)c2cccc3nonc23)CC1
  i | -0.8 | i
CC(=O)Nc1ccc(-c2cn3cccnc3n2)cc1
  i | 2.5 | i
CCN(CC)CCCNC(=O)c1cc(-c2ccc(Cl)cc2)on1
  i | -1.2 | i
CC(C)C(O)P(=O)(OCc1ccccc1)c1ccc(N(C)C)cc1 (stereo not given)
  i | -1.3 | i
COc1ccc(CCn2nnnc2C(c2ccc(Cl)cc2)N2CCN(C)CC2)cc1OC (stereo not given)
  i | -2.0 | i
Cc1ccc(CC(=O)NCCS(=O)c2ccc(Cl)cc2)cc1 (stereo not given)
  i | -1.1 | i
CCc1[nH]c(C)c(C(C)=O)c1C
  i | -0.3 | i
Cc1nc(-c2cccc(NC(=O)c3ccc(Br)o3)c2)cs1
  i | -0.1 | i
O=C(O)CN1C(c2ccccc2)=Nc2ccc(Br)cc2C1c1ccccc1 (stereo not given)
  i | -0.3 | i
CC(=O)NCCc1nc2cc(NC(=O)c3ccc([N+](=O)[O-])cc3)ccc2n1C
  i | -0.2 | i
Cc1cccc(OCC(=O)N2CCN(C(=O)Cc3ccccc3)CC2)c1
  i | 0.7 | i
OCc1nnn(-c2ccccc2)c1CO
  i | -0.6 | i
CCC(CC)Nc1ccc(C(CC(N)=O)NC(=O)Cc2cccc3ccccc23)cc1[N+](=O)[O-] (stereo not given)
  i | -0.2 | i
O=C(CN1C(=O)COc2ccccc21)NCCCN1CCCC1
  i | 0.7 | i
Cc1ccc(NC(=S)NCc2ccc(Cl)cc2)c(C)c1
  i | . | i
CCCCn1c(N)c(N(CCOC)C(=O)c2ccc(S(=O)(=O)N3CCCCCC3)cc2)c(=O)[nH]c1=O
  i | -0.2 | i
Cc1c(NC(=S)NC(=O)c2cc3ccccc3o2)cccc1C(=O)O
  i | 0.5 | i
COc1cccc(CN(C(=O)/C=C/c2ccc(Cl)cc2)C2CCS(=O)(=O)C2)c1 (stereo not given)
  i | 1.6 | i
O=C(Nc1cccc2c1CCCC2)c1ccc(Br)o1
  i | 0.5 | i
CCOC(=O)CSC1=C(C#N)C(c2sccc2C)CC(=O)N1 (stereo not given)
  i | -0.3 | i
CC(C)(C)NC(=O)NC(=O)COC(=O)C1(C)CC1(Cl)Cl (stereo not given)
  i | -0.3 | i

# Order of values: CHT allo act | STK33 kinase inh | CHT inh
Cc1nc2ncnn2c(C)c1CCC(=O)NC(C)c1ccc2c(c1)OCCO2 (stereo not given)
  i | -1.2 | i
CC(C(=O)Nc1ccccn1)(c1ccccc1)c1ccccc1
  i | 7.7 | i
Cc1ccc(NNC(=O)c2cccs2)cc1Cl
  i | -1.4 | -4.98*
O=C(N/N=C\c1cn(-c2ccccc2)nc1-c1ccccc1)c1ccc(Br)o1
  i | 0.2 | i
COC(=O)Cn1c(=NC(=O)c2ccc([N+](=O)[O-])s2)sc2cc(Br)ccc21
  i | 0.6 | i
CC1CCN(C(=O)CNC(=O)Cc2ccccc2)CC1
  i | -0.5 | i
CC1C(C)C(O)(c2ccccc2)CCN1C (stereo not given)
  i | -0.4 | i
CC(C)(C)c1ccccc1OCCCCN1CCCC1
  i | -2.1 | i
Cc1ccccc1NC(=O)c1c(C)cc(=O)oc1C
  i | 0.3 | i
CC1(C(=O)Nc2ccc3ccccc3c2)CC1(Br)Br (stereo not given)
  i | -0.4 | i
CCN(C(=O)COC(=O)Cn1c(C)csc1=O)c1c(N)n(Cc2ccccc2)c(=O)[nH]c1=O
  i | 0.4 | i
O=C(N/N=C/c1cccnc1)c1ccccc1OCc1ccc(Br)cc1
  i | -1.2 | i
COc1cccc(CN2CCNC(=O)C2CC(=O)NC2CCCCC2)c1OC (stereo not given)
  i | . | i
COc1cc(/C=C2/NC(=O)N(Cc3ccccc3F)C2=O)ccc1Oc1ccc([N+](=O)[O-])cn1
  i | -2.9 | i
CC1CCCCC12NC(=O)N(Cc1cc(=O)n3ccsc3n1)C2=O (stereo not given)
  i | -1.2 | i
CC(C)COc1ccc(C(=O)OC2CC(C)(C)OCC2CN(C)C)cc1 (stereo not given)
  i | . | i
CSCC[C@H](NC(=O)OC(C)(C)C)c1nnc(SCC=C(C)C)o1
  i | 0.2 | i
COc1ccc(C(CNC(=O)COc2ccccc2)N2CCOCC2)cc1 (stereo not given)
  i | -1.7 | i
CCCc1nn(-c2cc(Cl)ccc2OC)c2c1C(=O)CCC2
  i | -1.7 | i
COc1cccc(NC(=O)CSc2nnc(CNC(=O)c3ccccc3F)o2)c1
  i | 0.9 | i
CC(=O)N1CCOc2ccc(S(=O)(=O)NCc3ccc(C)cc3)cc21
  i | -2.2 | i
COc1ccc(C(C)NC(=O)c2ccoc2C)cc1OC (stereo not given)
  i | -0.7 | i
O=c1c2c3c(sc2nc2n1CCCS2)CCCC3
  i | -0.3 | i
Cc1cccn2c(CN(C)CCC3CCCCO3)c(C(=O)N3CCCCC3)nc12 (stereo not given)
  i | -2.8 | i
NC(N)=NN=C1CCCCCCCCCCC1
  i | 0.8 | i
CC(C)(C)C1CCc2c(sc(NC(=O)C3CCCO3)c2C(N)=O)C1 (stereo not given)
  i | 1.3 | i
Cc1cccc(C(=O)Nc2ccc(C(=O)N3CCCCC3C)cc2)c1 (stereo not given)
  i | 1.4 | i
Cc1ccc(C)c(NC(=O)CN(C)C(=O)Cc2coc3cc(C)c(C)cc23)c1
  i | 0.5 | i
O=C(NCCNc1ccc([N+](=O)[O-])cc1)c1ccco1
  i | -2.6 | i
COc1ccc2[nH]c(=O)c(CN(CC3CCCO3)S(=O)(=O)c3ccccc3)cc2c1 (stereo not given)
  i | -0.6 | i

# Order of values: CHT allo act | STK33 kinase inh | CHT inh
Cc1ccc(C(=O)C(NC(=O)c2ccco2)N2CCOCC2)cc1 (stereo not given)
  i | 0.7 | i
COc1ccc(CCNC(=O)CSc2nncn2N)cc1OC
  i | -1.6 | i
O=C(NC(CO)c1ccccc1)c1ccco1 (stereo not given)
  i | -1.6 | i
Cc1ccc(C)c(NC(=O)CN(C)C(=O)c2ccc(-c3cccc(C(F)(F)F)c3)o2)c1
  i | -0.4 | i
O=[N+]([O-])c1ccc(S(=O)(=O)N(CC(O)CN2CCCCC2)c2ccccc2)cc1 (stereo not given)
  i | -1.0 | i
COCCn1nnnc1CN1CCC(NC(=O)Nc2cccc(OC)c2)CC1
  i | 0.1 | i
CCCCN(Cc1ccccc1)S(=O)(=O)c1ccc2c(c1)n(C)c(=O)c(=O)n2C
  i | 0.4 | i
COCCc1ncc(CN2CCC(C(=O)Nc3ccc(-n4cccn4)cc3)CC2)cn1
  i | -0.5 | i
CC1(C)Cc2ccccc2C(NNC(=O)c2cccnc2)=N1
  i | -2.1 | i
O=C(C/C=N/OCc1c(Cl)cccc1Cl)c1ccc(Cl)cc1
  i | 0.5 | i
c1ccc2c(c1)CCN2CCN1CCc2ccccc21
  i | -1.1 | i
COc1ccc(C(=O)Nc2ccc(C)cn2)c(OC)c1
  i | 2.3 | i
CCn1c(CN(C)c2ccccc2)nc2ccccc21
  i | -1.0 | i
Cc1nc(SC2CCOC2=O)c2c(C)c(C)sc2n1 (stereo not given)
  i | 2.2 | i
Cc1cc(NC(=O)c2ccc(Br)o2)ccc1NC(=O)c1ccco1
  i | 7.6 | i
CCOc1ccc(S(=O)(=O)Nc2ccc(OC)nc2)cc1
  i | -1.2 | i
COc1cccc(CN2CCC(Oc3ccc(C(=O)N4CCCCC4)cc3)CC2)c1
  i | -2.1 | i
CC(=O)NCc1ccc(S(=O)(=O)NC(C(=O)O)C(C)C)cc1 (stereo not given)
  i | -0.5 | i
CN(C)/C=C(\C#N)S(=O)(=O)C(C)(C)C
  i | -1.6 | i
COc1ccc(C2C(C(C)=O)=C(O)C(=O)N2Cc2ccccc2)c(OC)c1 (stereo not given)
  i | 0.2 | i
Cc1cccc(C)c1OCC(=O)NCc1nnc(SCC(=O)NC2CCCCC2C)n1C (stereo not given)
  i | 0.4 | i
Cc1ccc(N2CCN(S(=O)(=O)c3nnc(NC(=O)c4ccccc4)s3)CC2)cc1
  i | 0.4 | i
CC(Nc1n[nH]c(=O)[nH]c1=O)C(=O)N/N=C/c1cccs1 (stereo not given)
  i | -2.8 | i
Cc1c(NC(=O)CCC2CCCCC2)c(=O)n(-c2ccccc2)n1C
  i | -0.8 | i
COc1ccccc1C(=O)C1CCCN(C(=O)c2ccccc2Cl)C1 (stereo not given)
  i | . | i
Cc1ccc(C(=O)c2coc3ccc(O)c(CN(C)C)c23)cc1
  i | -0.5 | i
O=C(Nc1cccc(Cl)c1)C1CCCN(S(=O)(=O)c2ccc(F)cc2)C1 (stereo not given)
  i | . | i
O=C(Nc1ccc(F)cc1F)c1cc(=O)n(-c2ccccc2)c(=O)[nH]1
  i | 0.0 | i
